UBC13 inh – blocks human UBC13 polyubiquitin chain formation | TR-FRET | 330,000 tested, 0.47% active | AID 485273 | inhibition, % at 20 µM | P61088; in the data active = inhibition above about 45%, passing the limit was not always enough; inconclusive = no clear call, values can overlap the other calls
Target sequence (P61088 whole entry, looked up): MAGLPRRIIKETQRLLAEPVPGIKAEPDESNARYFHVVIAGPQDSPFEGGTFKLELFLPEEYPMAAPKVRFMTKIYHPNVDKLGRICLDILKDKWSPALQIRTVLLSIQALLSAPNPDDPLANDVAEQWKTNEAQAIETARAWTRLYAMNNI
SENP1 FRET inh – SENP1 (human) catalytic domain inhibition. recombinant SENP1 catalytic domain, CyPet-SUMO1-YPet FRET cleavage. inhibition, % at 10 µM. 360,000 tested, 0.21% active;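 active = inhibition at least 30% at 10 µM, raw YFP signal under a set limit, fluorescence ratio 0.5 to 1.5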;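 note: 0% = enzyme with DMSO and 100% = no enzyme wells; some results filed as inactive read as strong as hits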
Target sequence (Q9P0U3 419-644 limits assumed): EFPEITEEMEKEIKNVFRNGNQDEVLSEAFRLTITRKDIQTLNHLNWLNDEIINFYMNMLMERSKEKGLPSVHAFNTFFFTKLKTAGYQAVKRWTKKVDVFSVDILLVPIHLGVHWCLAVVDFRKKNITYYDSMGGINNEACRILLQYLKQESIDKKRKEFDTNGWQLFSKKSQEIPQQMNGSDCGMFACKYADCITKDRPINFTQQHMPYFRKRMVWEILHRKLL
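System: Recombinant human SENP1 catalytic domain, His6-tagged | Incubation: Enzyme reaction for 50 min at room temperature, dark | Medium: Tris pH 8 with BME, BSA, NP40 and catalase | Also added: 25 nM SUMO1 FRET substrate | Compound: 10 µM single point, 0.5% DMSO | Measured by: FRET fluorescence in CFP and YFP emission channels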
SENP8 block-1 – SENP8 (human) protease inhibition. Q96LD8. recombinant SENP8, Nedd8 substrate fluorescence. inhibition, % at 20 µM. 360,000 tested, 0.64% active. AID 602440; in the data active = inhibition mostly above about 40%, no sharp cut-off; inactive = mostly below about 27%
Target sequence (Q96LD8 whole entry, looked up): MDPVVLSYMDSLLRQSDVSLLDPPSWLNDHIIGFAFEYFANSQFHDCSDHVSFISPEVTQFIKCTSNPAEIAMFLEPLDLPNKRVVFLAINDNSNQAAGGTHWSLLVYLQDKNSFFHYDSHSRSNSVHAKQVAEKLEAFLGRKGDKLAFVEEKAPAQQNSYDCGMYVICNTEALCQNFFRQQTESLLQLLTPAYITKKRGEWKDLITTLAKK
SENP7 block – inhibitors of human SENP7 protease | AID 434973 | recombinant SENP7, Z-RLRGG-aminoluciferin luminescence, 40 min | Q9BQF6 | 330,000 tested, 1.5% active | inhibition, % at 5 µM;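 active = inhibition above about 50% at the single test dose, limit read from the data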;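 note: plate controls were DMSO with enzyme for no effect and no enzyme buffer wells for full effect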
Target sequence (Q9BQF6 706-1050 limits assumed): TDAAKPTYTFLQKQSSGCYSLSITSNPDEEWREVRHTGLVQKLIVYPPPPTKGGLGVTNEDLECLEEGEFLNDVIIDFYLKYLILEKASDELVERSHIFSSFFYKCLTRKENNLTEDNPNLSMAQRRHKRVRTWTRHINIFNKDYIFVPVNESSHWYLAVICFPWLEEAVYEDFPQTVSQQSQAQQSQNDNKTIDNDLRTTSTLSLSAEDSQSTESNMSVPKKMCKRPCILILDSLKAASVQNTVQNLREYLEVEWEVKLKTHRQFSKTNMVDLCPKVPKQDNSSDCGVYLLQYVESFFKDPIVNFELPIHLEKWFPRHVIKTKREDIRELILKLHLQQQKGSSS
SENP6 inh – inhibitors of human SENP6 protease; AID 2599; 330,000 tested, 1.8% active; inhibition, % at 10 µM; Recombinant SENP6 catalytic domain, aminoluciferin luminescence; Q9GZR1;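 active = inhibition above about 50% at the single tested dose, limit read from the data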;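 note: plate controls were DMSO wells with enzyme for no effect and DMSO wells lacking enzyme for full effect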
MIN6 prolif – MIN6 beta-cell proliferation induction | MIN6 cells proliferation, ATPlite luminescence, 48 h; cells starved in 0.2% serum; 100% = growth in 10% serum | proliferation, % at 10 µM | 330,000 tested, 0.29% active | AID 2380;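 active = compounds whose signal lies at least 3.5 SD above the mean of all wells on their plate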;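 note: 0% = DMSO-treated cells in low-serum medium and 100% = 10% serum control; some compounds called inactive have numbers as strong as hits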
PfGluPho inh – PfG6PD (Plasmodium falciparum) enzyme inhibition. inhibition, % at 20 µM. AID 504690. 350,000 tested, 0.78% active. PfGluPho enzyme, NADPH resazurin-diaphorase fluorescence;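 active = inhibition reaching at least a set limit at 20 µM in the primary screen, cut at about 59% in these data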;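 note: 0% = DMSO wells with substrate and 100% = DMSO wells lacking glucose-6-phosphate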
SENP8 block-2 – blocks the human protease SENP8 | purified SENP8, Z-RLRGG-aminoluciferin cleavage, luminescence | 330,000 tested, 1.2% active | inhibition, % at 10 µM | AID 2540 | Q96LD8; in the data active = inhibition above about 50%
HKDC1 inhibitor – HKDC1 (human) hexokinase inhibition; Q2TB90; recombinant HKDC1, G6PDH/diaphorase resazurin coupled fluorescence; inhibition, % at 20 µM; 340,000 tested, 0.16% active;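 active = inhibition above about 35% when tested at 20 µM, limit read from the data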;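 note: plate controls were DMSO wells with enzyme for no effect and DMSO wells lacking enzyme for full effect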
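Assay system: in-house recombinant HK5 (HKDC1) enzyme. Input: HKDC1 at 5 µg/mL. Medium: Tris pH 8.0 buffer with MgCl2, Tween-20, BSA, BME. Dosing: single 20 µM dose. Schedule: 90 min reaction incubation at room temperature, dark. Signal: resazurin-to-resorufin fluorescence via G6PDH and diaphorase coupling, 525/613 nm. Controls: DMSO-enzyme wells negative, buffer-substituted wells positive.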
The depositor's hits bear a star; ? = inconclusive; / = not tested or not shown.

(1) O=C(Nc1ccc(S(=O)(=O)Nc2ccc(Cl)cc2)cc1)C1CCCO1 (stereo not drawn)
(2) COc1ccc(CCNC(=O)CN(c2cc(C)cc(C)c2)S(=O)(=O)c2c(C)noc2C)cc1OC
(3) CCOC(=O)c1ccccc1NC(=O)CSc1nnc(C)c(=O)[nH]1
(4) Cc1ccc(N2CC(C(=O)Oc3cccc(N4C(=O)CCC4=O)c3)CC2=O)cc1 (stereo not drawn)
(5) CCn1c(SCC(=O)c2ccccc2)nnc1-c1cccs1
(6) Cn1c(SCc2ccccc2)nnc1-c1ccncc1
(7) COc1cc(C2NC(=S)NC(C)=C2C(=O)Nc2cc(C)cc(C)c2)ccc1O (stereo not drawn)
(8) OC(CN1CCCCC1)c1ccc(Br)cc1 (stereo not drawn)
(9) COc1ccc(-c2nc(S(=O)(=O)c3ccc(C)cc3)c(N3CCCC3)o2)cc1
(10) CCOc1ccccc1NC(=O)Cc1coc2cc(C)ccc12

| Screen / compound no. | 1 | 2 | 3 | 4 | 5 | 6 | 7 | 8 | 9 | 10 |
| --- | --- | --- | --- | --- | --- | --- | --- | --- | --- | --- |
| UBC13 inh | 7 | -3 | 3 | 8 | 2 | 0 | -5 | / | -4 | 14 |
| SENP1 FRET inh | 2 | -2 | -2 | -3 | 1 | -33 | 2 | -1 | 0 | 0 |
| SENP8 block-1 | 8 | 6 | -4 | 8 | -16 | -8 | 34 | 3 | 9 | 6 |
| SENP7 block | -2 | 2 | -3 | 9 | 7 | 17 | 1 | / | -1 | 5 |
| SENP6 inh | -5 | 5 | 9 | -7 | -3 | 12 | -11 | / | 2 | 8 |
| MIN6 prolif | 0 | -4 | 2 | -2 | 0 | -1 | -1 | / | -2 | -2 |
| PfGluPho inh | -6 | -27 | -16 | 17 | 24 | 7 | 10 | -15 | -1 | -1 |
| SENP8 block-2 | -4 | 9 | 3 | 1 | -8 | 2 | -4 | / | -9 | 1 |
| HKDC1 inhibitor | 5 | 5 | 2 | -7 | -1 | -2 | -5 | -3 | -1 | -5 |

The list goes on; it opens with the 4 that closed the last part.
(7) COc1cc(C2NC(=S)NC(C)=C2C(=O)Nc2cc(C)cc(C)c2)ccc1O (stereo not drawn)
(8) OC(CN1CCCCC1)c1ccc(Br)cc1 (stereo not drawn)
(9) COc1ccc(-c2nc(S(=O)(=O)c3ccc(C)cc3)c(N3CCCC3)o2)cc1
(10) CCOc1ccccc1NC(=O)Cc1coc2cc(C)ccc12
(11) CCOc1ncccc1C(=O)Nc1nc(SC)ns1
(12) CCCn1c(NC(=O)C2CCN(C(=O)c3ccccc3C)CC2)nc2ccccc21
(13) Cc1n[nH]c(C)c1CCCOc1ccccc1
(14) O=C(CNC(=O)c1ccccc1)OCC(=O)N1c2ccccc2Sc2ccccc21
(15) CC1CCc2cc(F)cc3c(O)c(C(=O)NCc4ccco4)c(=O)n1c23 (stereo not drawn)
(16) COc1ccccc1NC(=O)Nc1ccccc1C(=O)NCCCN1CCOCC1
(17) COc1ccc(C2(CNC(=O)c3cccc([N+](=O)[O-])c3)CCOCC2)cc1OC
(18) CCc1ccccc1NC(=O)N1CCC(NC(=O)C(Cc2ccccc2)NC(C)=O)CC1 (stereo not drawn)
(19) Nc1cc(=O)[nH]c(SCC(=O)c2ccc(O)cc2O)n1
(20) CC(=O)Nc1sc(C)c(C)c1C(=O)OCC(=O)NCc1ccc(F)cc1

| Screen / compound no. | 7 | 8 | 9 | 10 | 11 | 12 | 13 | 14 | 15 | 16 | 17 | 18 | 19 | 20 |
| --- | --- | --- | --- | --- | --- | --- | --- | --- | --- | --- | --- | --- | --- | --- |
| UBC13 inh | -5 | / | -4 | 14 | 6 | 1 | 2 | -3 | ? | 5 | -1 | -4 | 0 | 12 |
| SENP1 FRET inh | 2 | -1 | 0 | 0 | 0 | -3 | 2 | -1 | 4 | -5 | 1 | 5 | 1 | 1 |
| SENP8 block-1 | 34 | 3 | 9 | 6 | -50 | -22 | 23 | 2 | -66 | -5 | 18 | 15 | 17 | -99 |
| SENP7 block | 1 | / | -1 | 5 | 6 | 12 | -3 | 5 | 8 | -4 | 9 | -5 | 2 | -4 |
| SENP6 inh | -11 | / | 2 | 8 | 12 | -12 | -1 | -1 | -16 | 8 | 3 | 0 | -17 | -8 |
| MIN6 prolif | -1 | / | -2 | -2 | -2 | 8 | 3 | -1 | -2 | -2 | 0 | -3 | 3 | -2 |
| PfGluPho inh | 10 | -15 | -1 | -1 | -10 | -13 | -15 | 14 | -4 | 6 | -6 | -7 | 2 | -3 |
| SENP8 block-2 | -4 | / | -9 | 1 | 3 | -8 | -8 | 1 | 1 | 0 | -3 | -4 | 0 | 9 |
| HKDC1 inhibitor | -5 | -3 | -1 | -5 | -5 | -5 | -8 | -5 | -1 | -4 | -2 | 2 | 1 | -4 |

(21) Cc1cccc(N2CCN(C(=O)CN3C(=O)NC(C)(C)C3=O)CC2)c1C
(22) COc1ccc(CCC(=O)Nc2nnc(C(C)(C)C)s2)cc1
(23) Cc1c(Cl)c([N+](=O)[O-])nn1Cc1ccc(C(=O)N/N=C\c2cccc(Br)c2)o1
(24) O=C(CCC1CCCN(C(=O)c2ccc3c(c2)OCCO3)C1)NCc1ccccc1F (stereo not drawn)
(25) C=C(C)C(=O)Nc1cccc(C2=NOC3(C2)C[C@H](C(N)=O)N(C(=O)CC)C3)c1 (stereo partly drawn)
(26) Cn1c(=O)[nH]c(=O)c2c1nc(NCc1ccccc1)n2CC(O)c1ccccc1 (stereo not drawn)
(27) O=C(CCNS(=O)(=O)c1cccc2nsnc12)Nc1ccc2c(c1)OCCO2
(28) Nc1nc(Nc2ccc(Cl)cc2)c(NC=O)c(=O)[nH]1
(29) CSc1nc(C)cc(OCCNS(=O)(=O)c2cc(C)ccc2C)n1
(30) COc1cccc(C2CC(c3cccs3)=NN2C(=O)CSC2=NCCS2)c1OC (stereo not drawn)

| Screen / compound no. | 21 | 22 | 23 | 24 | 25 | 26 | 27 | 28 | 29 | 30 |
| --- | --- | --- | --- | --- | --- | --- | --- | --- | --- | --- |
| UBC13 inh | 15 | 2 | -3 | 12 | -118 | 0 | 4 | -9 | 0 | 2 |
| SENP1 FRET inh | 0 | -1 | 4 | -1 | 12 | 2 | 2 | -6 | -4 | 4 |
| SENP8 block-1 | 18 | 13 | 23 | -3 | 2 | 18 | 15 | 8 | 19 | -404 |
| SENP7 block | 2 | -10 | 8 | 0 | 3 | 4 | -3 | -9 | 20 | 6 |
| SENP6 inh | -21 | -2 | -29 | -13 | 13 | -7 | -15 | -2 | -3 | -4 |
| MIN6 prolif | 0 | -2 | -3 | -2 | 1 | -1 | -2 | -3 | -1 | -4 |
| PfGluPho inh | 8 | 4 | 105* | -7 | 21 | -16 | 3 | 7 | -2 | 0 |
| SENP8 block-2 | -7 | -3 | -14 | -15 | 3 | 6 | -3 | 4 | 4 | 3 |
| HKDC1 inhibitor | -7 | -4 | 9 | -5 | -6 | 3 | -3 | 11 | -1 | 7 |

(31) O=C(Nc1ccc(OC(F)F)cc1)c1ccccn1
(32) O=C(c1ccccc1NS(=O)(=O)c1ccc(F)cc1)N1CCc2ccccc21
(33) COc1ccc(C(=O)C2CCN(CC(=O)Nc3ccc(C)cc3)CC2)cc1
(34) Cc1cc(C(=O)CN2C(=O)NC(CCS(C)(=O)=O)C2=O)c(C)n1C1CC1 (stereo not drawn)
(35) CC(NC(=O)COC(=O)COc1ccc(C(=O)c2ccccc2)cc1)c1ccccc1 (stereo not drawn)
(36) Cc1ccc(CN(C(=O)Cc2cccs2)C(C(=O)NC2CCCC2)c2ccncc2)cc1 (stereo not drawn)
(37) O=NC1=C(c2c(O)[nH]c3ccccc23)CCCC1
(38) CCc1ccc(OCC(=O)OCC(=O)c2ccc3c(c2)NC(=O)CO3)cc1
(39) O=C(NCC1CCCO1)c1cc([N+](=O)[O-])ccc1N1CCC(Cc2ccccc2)CC1 (stereo not drawn)
(40) Cc1ccc(NC(=O)Cn2c(=O)c3cccn3c3ccccc32)c(Cl)c1

| Screen / compound no. | 31 | 32 | 33 | 34 | 35 | 36 | 37 | 38 | 39 | 40 |
| --- | --- | --- | --- | --- | --- | --- | --- | --- | --- | --- |
| UBC13 inh | -8 | -11 | 7 | -7 | 11 | -2 | 17 | 2 | 8 | -9 |
| SENP1 FRET inh | 1 | 1 | 1 | -2 | 0 | 0 | 1 | 3 | -11 | -4 |
| SENP8 block-1 | 19 | 15 | 10 | 0 | 20 | 5 | 8 | 5 | 12 | 0 |
| SENP7 block | 2 | -6 | 9 | 9 | 10 | 0 | 8 | 1 | -2 | 11 |
| SENP6 inh | 15 | -6 | -12 | -8 | -27 | -3 | -3 | -16 | 3 | 1 |
| MIN6 prolif | -4 | 2 | 1 | -5 | -2 | 5 | -3 | 4 | -2 | -4 |
| PfGluPho inh | -3 | -9 | 1 | 1 | -9 | -8 | -9 | 13 | 20 | -11 |
| SENP8 block-2 | 4 | -12 | -4 | 6 | -8 | -2 | -1 | 0 | -2 | 12 |
| HKDC1 inhibitor | -1 | -3 | -4 | -5 | 0 | -6 | 3 | -5 | 6 | -2 |

Rewritten with values under each structure: entries from further up
Fields: UBC13 inh, SENP1 FRET inh, SENP8 block-1, SENP7 block, SENP6 inh, MIN6 prolif, PfGluPho inh, SENP8 block-2, HKDC1 inhibitor
[38] CCc1ccc(OCC(=O)OCC(=O)c2ccc3c(c2)NC(=O)CO3)cc1
    2, 3, 5, 1, -16, 4, 13, 0, -5
[31] O=C(Nc1ccc(OC(F)F)cc1)c1ccccn1
    -8, 1, 19, 2, 15, -4, -3, 4, -1

More results:
(41) Cc1cc(/C=C(/C#N)c2cccc(Cl)c2)c(C)n1C
(42) O=C(CCN1C(=O)/C(=C\c2ccccc2)SC1=S)N1CCOCC1
(43) Cc1ccc(C(=O)N2CC3(C)CN(C(=O)c4ccc(C)cc4)CC(C)(C2)C3=O)cc1
(44) COc1cccc(CN2CCC(n3nccc3NC(=O)CCOc3ccccc3)CC2)c1O
(45) Cc1ccc(-c2nnn(CC(=O)N(Cc3cccs3)C(C(=O)NC3CCCC3)c3ccncc3)n2)cc1 (stereo not drawn)
(46) Fc1ccc(NC(=S)N/N=C/c2ccc(F)c(F)c2)cc1
(47) CCOc1ccc(OCC)c(NC(=O)CSc2nnc(-c3cccnc3)o2)c1
(48) Cc1cccc(NC(=O)c2sc(Cl)nc2-c2ccccc2)c1

| Screen / compound no. | 41 | 42 | 43 | 44 | 45 | 46 | 47 | 48 |
| --- | --- | --- | --- | --- | --- | --- | --- | --- |
| UBC13 inh | -6 | -1 | -1 | -11 | -9 | -12 | -5 | 2 |
| SENP1 FRET inh | 3 | 1 | 3 | -1 | -12 | 3 | 3 | 3 |
| SENP8 block-1 | 8 | 16 | 20 | 1 | 10 | -18 | 36 | 22 |
| SENP7 block | -1 | 2 | 5 | 19 | -7 | 4 | -2 | -6 |
| SENP6 inh | -5 | 10 | 2 | -5 | -22 | 2 | -4 | -4 |
| MIN6 prolif | 0 | 9 | -3 | -1 | -4 | -3 | 0 | -5 |
| PfGluPho inh | -9 | -3 | -12 | -1 | 14 | 12 | -2 | -4 |
| SENP8 block-2 | -9 | -6 | 3 | -12 | -5 | 0 | 7 | -4 |
| HKDC1 inhibitor | -11 | 0 | -5 | 4 | 0 | 1 | 5 | -2 |
